NadD block – NadD (S. aureus) enzyme inhibition. purified NadD enzyme, colorimetric absorbance read-out. inhibition, % at 20 µM. hit rate 0.78% among 360,000. AID 602399; in the data active = inhibition above about 26%; note: some compounds past the cut are filed as inactive
Rin1-Abl PPI inh – inhibitors of human Rin1-Abl protein interaction | P00519+Q13671 | TR-FRET Rin1/Abl binding, biochemical | inhibition, % at 7.35 µM | hit rate 0.4% among 360,000 | AID 588664; in the data active = inhibition above about 5%, passing the limit was not always enough
SKN-1 block – C. elegans SKN-1 inhibition. C. elegans VP596 Pgst-4::GFP/RFP ratio, acrylamide-induced, 24 h. inhibition, % at 21.8 µM. hit rate 0.49% among 360,000;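 active = interference check ratio from 0.5 to 1.5 plus GFP to RFP signal ratio inhibition reaching or exceeding a fixed threshold, cut at about 30% in these data, passing the limit was not always enough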; note: some compounds called inactive have numbers as strong as hits
FAS TE block – blocks the thioesterase domain of human fatty acid synthase. P49327. recombinant FAS-TE, OMFH fluorogenic substrate, fluorescence endpoint. inhibition, % at 15 µM. hit rate 0.67% among 360,000;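 active = compounds whose normalised, plate-corrected inhibition of enzyme fluorescence in the single-dose primary screen is 50% or more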;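 note: 0% = DMSO with enzyme and 100% = substrate without enzyme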
MT1-MMP act inh – inhibitors of human MT1-MMP activation; GFP/RFP ratio change, % at 20 µM; AID 651647; P50281; HT1080 RFP-PRO-GFP cells, GFP/RFP ratio fluorescence, overnight; percent of plate control window, DMSO zero; hit rate 0.061% among 360,000;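 active = GFP/RFP ratio change of at least 30% with cell ATP level not reduced by more than half and red fluorescence within 50% of control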; note: strong numbers were not always called active
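Assay system: HT1080 RFP-PRO-GFP cells. Benchmarks: DMSO vehicle wells and RFP-L50D-GFP reporter cell wells. Times: overnight cell settling, then overnight compound exposure, 37 °C, 5% CO2. Compound: 20 µM single dose, 1% DMSO. Read-out basis: GFP/RFP fluorescence ratio.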
PABP1 MLLE inh – blocks PAM2 peptide binding to the PABP1 MLLE domain. P11940. GST-MLLE / FITC-PAM2 fluorescence polarization. inhibition, % at 20 µM. hit rate 0.36% among 360,000. AID 588489; in the data active = inhibition above about 35%, passing the limit was not always enough;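 note: plate controls were DMSO wells with GST-MLLE for no effect and wells lacking GST-MLLE protein for full effect; some results filed as inactive read as strong as hits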
CSN inh – inhibitors of human CSN-mediated cullin deneddylation | Purified CSN, SCF-Nedd8-OG deneddylation, fluorescence polarization | inhibition, % at 12.5 µM | AID 651999 | Q92905 | hit rate 0.38% among 360,000;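 active = pattern-corrected inhibition above about 35%, with an unprinted fluorescence ratio check between 0.5 and 1.5, limit read from the data, passing the limit was not always enough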;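 note: 0% = enzyme with substrate and 100% = substrate without enzyme; some results filed as inactive read as strong as hits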
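Assay system: HEK293T-derived human Csn5 enzyme; quantity: 0.24 nM enzyme; medium: Tris/NaCl/DTT buffer, pH 7.5; also added: substrate SCFSkp2-Nedd8OG, 10 nM; doses: 12.5 µM compound; schedule: 90 min reaction at room temperature; signal: FP; read-out: % inhibition of substrate cleavage by Csn5; benchmarks: substrate-only high control, full reaction low control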
Neddylation inh – inhibitors of human cullin neddylation; P61081+Q13564; TR-FRET cullin neddylation, biochemical; calls only at 25 µM; hit rate 0.58% among 360,000; AID 651699; in the data active = inhibition above about 36%
Rpn11 block – inhibitors of human proteasome Rpn11. AID 588493. calls only at 20 µM. human 26S proteasome, Ub4-pepOG fluorescence polarization; 20S core pre-blocked with epoxomicin. O00487. hit rate 0.59% among 360,000;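 active = inhibition at 20 µM, scaled to each plate's controls, above about 33%, limit read from the data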
Numbers without * were called inactive.

For CCCCC1(Cc2ccc([N+](=O)[O-])cc2)C(=O)N(c2ccccc2)N(c2ccccc2)C1=O the results were NadD block 1, Rin1-Abl PPI inh -3, SKN-1 block 9, FAS TE block 33, MT1-MMP act inh -25, PABP1 MLLE inh -47, CSN inh 2, Neddylation inh inactive and Rpn11 block inactive.
`CC(C)C[C@@H](CN1CCC[C@H]1CN1C(=O)C(=O)NC[C@@H]1Cc1ccccc1)N1C[C@H](Cc2ccccc2)N(CC2CCCCC2)C(=O)C1=O` gave NadD block 33*, SKN-1 block 5, FAS TE block 3, MT1-MMP act inh -4, CSN inh -1 and Neddylation inh inactive.
O=C(Nc1ccc(-c2nnc3n2CCCCC3)cc1)c1cnccn1 was read as NadD block -2, Rin1-Abl PPI inh 1, SKN-1 block -15, FAS TE block -12, MT1-MMP act inh -5, PABP1 MLLE inh 3, CSN inh 9, Neddylation inh inactive and Rpn11 block inactive.
For O=C(COC(=O)c1ccccc1)c1ccc(Br)cc1 the results were NadD block -2, Rin1-Abl PPI inh 3, SKN-1 block 1, FAS TE block 7, MT1-MMP act inh -2, PABP1 MLLE inh 5, CSN inh 0, Neddylation inh inactive and Rpn11 block inactive.
For CCCNC(=O)Nc1ccc2c(c1)OC[C@H](C)N(C(=O)C1CCCCC1)C[C@@H](C)[C@H](OC)CN(C)C2=O the results were SKN-1 block 4, MT1-MMP act inh -2, CSN inh -1 and Neddylation inh inactive.
Screening Cc1cccc(C(=O)NCCN2CCN(c3ccccc3)CC2)c1 returned NadD block 4, Rin1-Abl PPI inh -2, SKN-1 block 1, FAS TE block -7, MT1-MMP act inh 3, PABP1 MLLE inh -17, CSN inh -5, Neddylation inh inactive and Rpn11 block inactive.
Nc1c(C(=O)c2ccccc2)oc2ccc(Br)cc12 was read as NadD block -1, Rin1-Abl PPI inh -5, SKN-1 block -5, FAS TE block 15, MT1-MMP act inh -3, PABP1 MLLE inh -5, CSN inh -1, Neddylation inh inactive and Rpn11 block inactive.
Screening CC(C)N(C(=O)[C@H]1CC(CC(=O)NCCN2CCOCC2)C(=O)N2CCc3c([nH]c4ccccc34)[C@]12C)C(C)C (stereo not given in full) returned NadD block 1, Rin1-Abl PPI inh -1, SKN-1 block 10, FAS TE block -4, MT1-MMP act inh 3, PABP1 MLLE inh -6, CSN inh 2, Neddylation inh inactive and Rpn11 block inactive.
O=C(CCCSc1ccccc1)Nc1nc(-c2ccccn2)cs1 was read as NadD block 2, Rin1-Abl PPI inh -4, SKN-1 block -12, FAS TE block 0, MT1-MMP act inh 4, PABP1 MLLE inh 2, CSN inh 6, Neddylation inh inactive and Rpn11 block inactive.
For O=C(O)CCCCCNC(=O)c1cccc(Br)c1 the results were NadD block 1, Rin1-Abl PPI inh 1, SKN-1 block -7, FAS TE block -11, MT1-MMP act inh -1, PABP1 MLLE inh -6, CSN inh -3, Neddylation inh inactive and Rpn11 block inactive.
Screening COc1ccc(Cl)cc1NC(=O)CSc1nnc(C)c(=O)n1N returned NadD block 0, Rin1-Abl PPI inh 1, SKN-1 block 26, FAS TE block 1, MT1-MMP act inh -1, PABP1 MLLE inh -4, CSN inh 2, Neddylation inh inactive and Rpn11 block inactive.
`Cc1cccn2cc(CNS(=O)(=O)c3ccc4ccccc4c3)nc12` gave NadD block -6, Rin1-Abl PPI inh -1, SKN-1 block -14, FAS TE block -8, MT1-MMP act inh 4, PABP1 MLLE inh 6, CSN inh 6, Neddylation inh inactive and Rpn11 block inactive.
For Cc1cc(C)c(C#N)c(SCC(=O)Nc2ccc3c(c2)OCO3)n1 the results were NadD block -4, Rin1-Abl PPI inh 2, SKN-1 block -13, FAS TE block 30, MT1-MMP act inh -3, PABP1 MLLE inh -14, CSN inh -1, Neddylation inh inactive and Rpn11 block inactive.
Screening Cc1ccccc1N1CCN(S(=O)(=O)c2cccs2)CC1 returned NadD block -1, Rin1-Abl PPI inh 3, SKN-1 block 0, FAS TE block 19, MT1-MMP act inh 3, PABP1 MLLE inh -2, CSN inh -1, Neddylation inh inactive and Rpn11 block inactive.
Screening CCOC(=O)c1c(-c2ccccc2)nc2ccccn12 returned NadD block 6, Rin1-Abl PPI inh -8, SKN-1 block 8, FAS TE block -3, MT1-MMP act inh 3, PABP1 MLLE inh 5, CSN inh -1, Neddylation inh inactive and Rpn11 block inactive.
`Cc1ccc(Cc2c(-c3ccc(Cl)cc3)nc3cc(C)ccn23)cc1` gave NadD block 3, Rin1-Abl PPI inh 4, SKN-1 block -2, FAS TE block 19, MT1-MMP act inh 1, PABP1 MLLE inh 3, CSN inh 1, Neddylation inh inactive and Rpn11 block inactive.
Screening CC(=O)C1=C(C)NC(=O)NC1c1ccccc1 (stereo not given) returned NadD block 3, Rin1-Abl PPI inh 2, SKN-1 block 4, FAS TE block -7, MT1-MMP act inh -4, PABP1 MLLE inh -18, CSN inh 6, Neddylation inh inactive and Rpn11 block inactive.
COC(=O)c1cc(F)c(-n2cncn2)c(F)c1 was read as NadD block -3, Rin1-Abl PPI inh 0, SKN-1 block -29, FAS TE block -6, MT1-MMP act inh -5, PABP1 MLLE inh 8, CSN inh 0, Neddylation inh inactive and Rpn11 block inactive.
CC1(C)Cc2ccccc2-c2nnc(SCC(=O)Nc3ccc4c(c3)OCO4)n21 was read as NadD block 1, Rin1-Abl PPI inh 6, SKN-1 block -1, FAS TE block 14, MT1-MMP act inh 6, PABP1 MLLE inh 0, CSN inh 2, Neddylation inh inactive and Rpn11 block inactive.
`COc1ccc(CCNC(=O)CNC(=O)c2ccco2)cc1` gave NadD block -2, Rin1-Abl PPI inh 3, SKN-1 block -6, FAS TE block -5, MT1-MMP act inh 3, PABP1 MLLE inh 0, CSN inh 0, Neddylation inh inactive and Rpn11 block inactive.
O=C(O)C1CSC2(c3ccc(Br)cc3)CCC(=O)N12 (stereo not given) was read as NadD block -3, Rin1-Abl PPI inh -1, SKN-1 block 14, FAS TE block -2, MT1-MMP act inh 2, PABP1 MLLE inh -3, CSN inh -3, Neddylation inh inactive and Rpn11 block inactive.
Screening CCOc1ccc(/C=N/n2c(COc3ccccc3)n[nH]c2=S)cc1OC returned NadD block -2, Rin1-Abl PPI inh 1, SKN-1 block 16, FAS TE block -2, MT1-MMP act inh 3, PABP1 MLLE inh -29, CSN inh 0, Neddylation inh inactive and Rpn11 block inactive.
`CCCN(CCC)C(=O)Cn1c(=O)c2sccc2n2c(=S)sc(-c3ccccc3)c12` gave NadD block 5, Rin1-Abl PPI inh 0, SKN-1 block 32, FAS TE block -44, MT1-MMP act inh -15, PABP1 MLLE inh 5, CSN inh 20 and Neddylation inh inactive.
For COc1ccc(N=C/C=C2\C=C(c3ccccc3)OC(C)(C)O2)cc1 the results were NadD block -1, Rin1-Abl PPI inh -2, SKN-1 block 11, FAS TE block -4, MT1-MMP act inh -13, PABP1 MLLE inh -11, CSN inh 1, Neddylation inh inactive and Rpn11 block inactive.
For CCC(O)c1c(-c2ccccc2)nn(C)c1Cl (stereo not given) the results were NadD block 5, Rin1-Abl PPI inh 4, SKN-1 block 4, FAS TE block 0, MT1-MMP act inh 1, PABP1 MLLE inh -3, CSN inh -9, Neddylation inh inactive and Rpn11 block inactive.
COc1cc(/C=C2\SC(=S)N(CCC(=O)N3CCN(C)CC3)C2=O)cc(OC)c1OC was read as NadD block -7, Rin1-Abl PPI inh -2, SKN-1 block -5, FAS TE block 0, MT1-MMP act inh 7, PABP1 MLLE inh 12, CSN inh 1, Neddylation inh inactive and Rpn11 block inactive.
`CCC[C@H]1CN(c2ccc(Br)cc2)C(=O)[C@@H]1CC(=O)Nc1ccc(OC)cc1` gave NadD block 1, Rin1-Abl PPI inh 0, SKN-1 block 12, FAS TE block 27, MT1-MMP act inh -9, PABP1 MLLE inh -8, CSN inh 1, Neddylation inh inactive and Rpn11 block inactive.
Screening COC(=O)c1ncccc1SC returned NadD block 6, Rin1-Abl PPI inh -4, SKN-1 block -6, FAS TE block -5, MT1-MMP act inh -2, PABP1 MLLE inh -11, CSN inh 2, Neddylation inh inactive and Rpn11 block inactive.
Screening Cc1nc2c(C)cccn2c1/C(O)=C1\C(=O)C(=O)N(CCN2CCOCC2)C1c1cccs1 (stereo not given) returned NadD block 3, Rin1-Abl PPI inh -5, SKN-1 block -8, FAS TE block -9, MT1-MMP act inh 2, PABP1 MLLE inh -1, CSN inh 4, Neddylation inh inactive and Rpn11 block inactive.
`COc1ccc(NC(=O)CN2C(=O)c3cccc4cccc2c34)c(OC)c1` gave NadD block -9, Rin1-Abl PPI inh -2, SKN-1 block 9, FAS TE block 1, MT1-MMP act inh 0, PABP1 MLLE inh 4, CSN inh -5, Neddylation inh inactive and Rpn11 block inactive.

Of the compounds above, these contain a furan ring, fused or not:
Nc1c(C(=O)c2ccccc2)oc2ccc(Br)cc12 was read as NadD block -1, Rin1-Abl PPI inh -5, SKN-1 block -5, FAS TE block 15, MT1-MMP act inh -3, PABP1 MLLE inh -5, CSN inh -1, Neddylation inh inactive and Rpn11 block inactive.
`COc1ccc(CCNC(=O)CNC(=O)c2ccco2)cc1` gave NadD block -2, Rin1-Abl PPI inh 3, SKN-1 block -6, FAS TE block -5, MT1-MMP act inh 3, PABP1 MLLE inh 0, CSN inh 0, Neddylation inh inactive and Rpn11 block inactive.

Next records follow:
For CCOc1ccc(CN2C(=O)c3ccccc3C2=O)cc1C(=O)NC1CC(C)(C)NC(C)(C)C1 the results were NadD block 3, Rin1-Abl PPI inh 2, SKN-1 block -3, FAS TE block -6, MT1-MMP act inh -1, PABP1 MLLE inh -92, CSN inh -4, Neddylation inh inactive and Rpn11 block inactive.
Screening C/C(=N\NC(=O)C1CCCC1)c1ccc(Cl)c(Cl)c1 returned NadD block -5, Rin1-Abl PPI inh -1, SKN-1 block 16, FAS TE block 0, MT1-MMP act inh 6, PABP1 MLLE inh 5, CSN inh 0, Neddylation inh inactive and Rpn11 block inactive.
`CCOC(=O)c1nc2ccccc2c(=O)[nH]1` gave NadD block -6, Rin1-Abl PPI inh -3, SKN-1 block 3, FAS TE block -7, MT1-MMP act inh -2, PABP1 MLLE inh 16, CSN inh -1, Neddylation inh inactive and Rpn11 block inactive.
`Cc1ccc(C(=O)NC2(C(Cl)Cl)N=C(c3ccccc3)N=C2N)cc1` (stereo not given) gave NadD block -2, Rin1-Abl PPI inh -3, SKN-1 block -14, FAS TE block -7, MT1-MMP act inh 4, PABP1 MLLE inh 0, CSN inh 0, Neddylation inh inactive and Rpn11 block inactive.

Entries listed so far with a COOH group (two):
For O=C(O)CCCCCNC(=O)c1cccc(Br)c1 the results were NadD block 1, Rin1-Abl PPI inh 1, SKN-1 block -7, FAS TE block -11, MT1-MMP act inh -1, PABP1 MLLE inh -6, CSN inh -3, Neddylation inh inactive and Rpn11 block inactive.
O=C(O)C1CSC2(c3ccc(Br)cc3)CCC(=O)N12 (stereo not given) was read as NadD block -3, Rin1-Abl PPI inh -1, SKN-1 block 14, FAS TE block -2, MT1-MMP act inh 2, PABP1 MLLE inh -3, CSN inh -3, Neddylation inh inactive and Rpn11 block inactive.
